Compound activity: PubChem BioAssay, National Center for Advancing Translational Sciences (NCATS)
KCNH2 3.1 block = qHTS for Inhibitors of KCHN2 3.1: Mutant qHTS; 340,000 compounds, 0.95% hits; activity change, % (tested at about 1.8 µM); Potassium voltage-gated channel subfamily H member 2, brain isoform KCNH2 3.1 (human); U2OS KCNH2 3.1, thallium flux FluxOr; stronger effect = lower value;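 active = maximum activity change below -70%; inconclusive = maximum activity change from -70% to -50%; inactive = maximum activity change above -50%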;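 also: thallium influx rate constant from kinetic fluorescence after stimulation buffer; % is scaled to controls: 0 for no effect and ±100 for the full control effect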
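Measured as rate of thallium-driven FluxOr signal in transduced U2OS cells carrying the 3.1 channel, read kinetically for 2 min upon stimulation; values are rate constants scaled to DMSO control wells.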
ELG1 DNA repair = qHTS screen for small molecules that inhibit ELG1-dependent DNA repair in human embryonic kidney (HEK293T) cells expressing luciferase-tagged ELG1. 330,000 compounds, 2.3% hits. Potency, µM (doses to about 46.1 µM), inactives show at the top dose activity change, negative = inhibition, usual class: inhibitors. HEK293T ELG1-luciferase reporter, luminescence, 16 h; DNA damage induced by 5-fluorouridine. AID 504467, 2011; also: potency is read from the fitted curve at half-maximal effect; % is scaled to controls: 0 for no effect and ±100 for the full control effect; nearly all actives have a fitted effect of over 55% in size
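In this reporter screen, reduction of luminescence relative to DMSO vehicle indicated activity. Compounds and 5-fluorouridine were added together to 2,000 cells per well, incubated for 16 hr at 37 °C, then developed with ONE-Glo.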
TSHR antagonist = Antagonists of the Thyroid Stimulating Hormone Receptor: HTS campaign | Thyrotropin receptor (Homo sapiens), P16473 | TSHR-expressing cells, TSH-stimulated cAMP HTRF, 2 h; stronger effect = lower value | activity change, negative = inhibition, % at 11.5 µM | 330,000 compounds, 0.2% hits | AID 504810, 2011;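 active = activity change below a set negative limit, meaning inhibition stronger than a set level, cut at about -70% in these data; inconclusive = activity change between two set negative limits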; also: % is scaled to controls: 0 for no effect and ±100 for the full control effect
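Cell-based HTRF cAMP assay; TSHR cells + compound, TSH EC80 (4nM final), 2 h, 37 deg C. Lysis with anti-cAMP cryptate and cAMP-d2, 30 min RT, read 665/620 nm.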
KCNH2 WT inh = qHTS for Inhibitors of KCHN2 3.1: Wildtype qHTS; U2OS, BacMam KCNH2, thallium flux FluxOr; stronger effect = lower value; activity change, % at 1.84 µM; 340,000 compounds, 0.37% hits;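 active = maximum activity change below -70%; inconclusive = maximum activity change between -70% and -50%; inactive = maximum activity change above -50%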; also: % is scaled to controls: 0 for no effect and ±100 for the full control effect
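U2OS cells transduced with wild-type KCNH2 virus are loaded with FluxOr dye for 45 min, and thallium flux is measured in kinetic reads before and after stimulation buffer. Rate constants are normalized to DMSO controls.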
AT treatment = qHTS Assay for Identifying a Potential Treatment of Ataxia-Telangiectasia. Potency, µM (highest dose often 57.5 µM), inactives show at the top dose activation, hits mostly activators. 320,000 compounds, 0.19% hits. […] A-T fibroblasts, KAP-1 phosphorylation AlphaLISA; neocarzinostatin DNA damage 30 min before lysis. AID 485349, 2010; also: potency is read from the fitted curve at half-maximal effect; % of control where 0% means no effect; nearly all actives have a fitted effect of over 45% in size
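hTERT-immortalized A-T patient fibroblasts ([…]), 500 cells/well in OPTI-MEM, 1% FBS, got compounds for 60 min, then NCS for 30 min at 37C. Lysates were then assayed for phospho-KAP-1 by AlphaLISA (anti-pKAP1 donor, anti-KAP1 acceptor beads), 6 hr at 25C.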
Eya2 inh = qHTS Assay for Inhibitors of the Phosphatase Activity of Eya2; Potency, µM (titrated, usually from 76.9 µM), for inactives: at the highest dose activity, negative = inhibition, actives largely listed as inhibitors; recombinant Eya2, OMFP fluorescence dephosphorylation (OMFP is methylfluorescein phosphate); Protein phosphatase EYA2 (Homo sapiens), O00167; 330,000 compounds, 0.006% hits; also: potency is read from the fitted curve at half-maximal effect; % is scaled to controls: 0 for no effect and ±100 for the full control effect
Target sequence (O00167 whole entry, looked up): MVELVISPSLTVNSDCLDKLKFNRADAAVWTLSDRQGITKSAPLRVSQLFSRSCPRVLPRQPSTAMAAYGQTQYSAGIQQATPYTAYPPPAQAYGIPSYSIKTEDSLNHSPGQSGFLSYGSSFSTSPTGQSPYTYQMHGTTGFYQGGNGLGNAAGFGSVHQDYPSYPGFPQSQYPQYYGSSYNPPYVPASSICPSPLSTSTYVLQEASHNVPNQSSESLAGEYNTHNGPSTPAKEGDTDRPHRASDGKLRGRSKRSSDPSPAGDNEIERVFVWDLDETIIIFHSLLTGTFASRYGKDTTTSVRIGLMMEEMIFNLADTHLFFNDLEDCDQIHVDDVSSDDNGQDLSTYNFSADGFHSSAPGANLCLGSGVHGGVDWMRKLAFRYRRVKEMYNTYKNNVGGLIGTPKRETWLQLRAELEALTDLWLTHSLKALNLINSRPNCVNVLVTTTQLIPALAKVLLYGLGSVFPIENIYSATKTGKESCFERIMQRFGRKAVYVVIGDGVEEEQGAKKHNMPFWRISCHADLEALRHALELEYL
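Eya2 protein (added as 0.2 uM solution) was preincubated with compound for 10 min at ambient temperature in 50 mM HEPES pH 7.5, 50 mM NaCl, 5 uM MgCl2, 0.05% BSA, 1 mM DTT. OMFP (added at 50 uM) then reacted 10 min; fluorescence read at 485/525 nm.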
TCR activator = Activators of T cell receptors: qHTS campaign; primary human leukocytes, anti-CD3, IL-2 HTRF, 48 h; Potency, µM (series often up to 9.22 µM), for inactives: top-dose activation of IL-2 secretion, most hits filed as activators; 330,000 tested, under 10 active; AID 504894, 2011; also: % of control where 0% means no effect
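Human primary leukocytes + a-CD3 beads + cpd, 48 hr; IL-2 in supernatant by HTRF (ex 320nm / em 665nm). No co-stimulatory signal supplied.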
TRPV1 agonist = HTS Assay for Compounds that Act as Agonists of the Vanilloid Receptor 1. 320,000 compounds, 0.19% hits. activation, % at 8.33 µM. TRPV1-expressing cells, Fluo-8 calcium influx, agonist mode. AID 540275, 2011; in the data active = activation above about 80%; inconclusive = between about 30% and that limit; also: 0% is about no effect
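Cells expressing TRPV1 were dye-loaded with Fluo-8 and read kinetically: 10 s baseline, 3 min after compound (agonist portion), then 2 min after EC20 capsaicin (allosteric enhancer portion). Calcium-bound dye fluorescence at 480/520 nm.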
Mito fusion act = qHTS Assay for Small Molecule Inhibitors of Mitochondrial Division or Activators of Mitochondrial Fusion; S. cerevisiae fusion-defective mutant growth rescue, CellTiterGlo 48 h; Potency, µM (titrated, usually from 46.1 µM), without a hit: top-dose growth rescue (activation), hits mostly activators; 320,000 compounds, 0.23% hits;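 also: potency is read from the fitted curve at half-maximal effect; % of control where 0% means no effect; nearly all actives have a fitted effect of over 45% in size; temperature-sensitive fusion mutants such as fzo1-1 at 37 °C on non-fermentable ethanol glycerol medium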
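Temperature-sensitive fusion-defective S. cerevisiae (e.g. fzo1-1, mgm1-5) were grown with compound in YPEG medium (3% ethanol, 3% glycerol) for 48 hours at 37C. Growth rescue was measured as viability by CellTiterGlo luminescence after 10 minutes at ambient.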
USP2a inh = qHTS Assay for Inhibitors of Ubiquitin-specific Protease USP2a Using CHOP2 as the Reporter; Ubiquitin carboxyl-terminal hydrolase 2 (Homo sapiens), O75604; USP2 core, Ub-CHOP2 coupled fluorogenic reporter, 485/531; Potency, µM (top dose mostly 38.3 µM), without a hit: at the highest dose activity change, negative = inhibition, usual class: inhibitors; 330,000 compounds, 0.01% hits; AID 463254, 2010;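 also: potency is read from the fitted curve at half-maximal effect; plate controls were DMSO wells for no effect and full inhibition by NEM control for full effect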
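USP2 core (10nM final) preincubated 30min RT with compound in 20mM Tris-HCl pH 8.0, 2mM CaCl2, 2mM beta-mercaptoethanol, 0.05% CHAPS; 25nM Ub-CHOP2 plus 25nM reporter substrate added, fluorescence (Ex485/Em531) read after 60min.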
* = called active by the depositor; u = inconclusive; x = not tested or not shown; [ ] = remark or other dose. Unless noted, calls follow the shape of the dose curve; as a rule, active = well fitted curve in the direction sought with a large enough effect; inconclusive = small, poorly fitted or top-dose-only effect, or another doubt; inactive = no such curve, though single readings can be large; an effect the other way counts as inactive or inconclusive. These rows are one share of the data; count on the stated rates, not on these rows.

structure	KCNH2 3.1 block	ELG1 DNA repair	TSHR antagonist	KCNH2 WT inh	AT treatment	Eya2 inh	TCR activator	TRPV1 agonist	Mito fusion act	USP2a inh
CCOC(=O)c1cc2cc([N+](=O)[O-])ccc2oc1=O	12	1%	-3	6	-11%	6%	5%	5	1%	2%
N#CN1CCC(NS(=O)(=O)c2ccc(C(F)(F)F)cc2)C1 (configuration not stated)	x	-3%	-3	x	0%	3%	15%	u	-15%	0%
O=C(Nc1cccc2cccnc12)c1ccc(Br)o1	4	u	-8	-9	0%	-2%	4%	12	11%	0%
Cc1ccc2nc3c(cc(C#N)c(=O)n3-c3nccs3)c(=O)n2c1	5	u	14	3	4%	6%	2%	4	3%	-1%
CC1=C(C(=O)Nc2ccc(CC(=O)NCc3ccc(OC(C)C)cc3)cc2)SCCO1	-10	u	-3	27	5%	3%	-7%	u	1%	0%
Cc1ccccc1S(=O)(=O)N1[C@@H](c2ccc(Br)cc2)C(C(=O)O)=CC[C@H]1c1ccc(Cl)cc1	1	-7%	-7	0	11%	-5%	9%	x	x	-13%
CN(C)c1cc(N)c2ccccc2n1 (tested in a mixture with another compound)	-7	-12%	7	4	1%	13%	-4%	-3	-2%	0%
CCN(CC)C(=O)[C@H]1CC(CC(=O)NCCC2=CCCCC2)C(=O)N2CCc3c([nH]c4ccccc34)[C@]12C (some centres not stated)	-1	-28%	-1	-2	22%	-25%	-2%	x	x	0%
O=C(CCNS(=O)(=O)c1ccc2[nH]c(=O)oc2c1)Nc1cccc(Br)c1	7	10%	-6	7	5%	11%	4%	0	-5%	5%
COc1cc(C(=S)N2CCOCC2)ccc1OS(=O)(=O)c1ccccc1[N+](=O)[O-]	-2	-24%	-7	-1	1%	-6%	4%[46.1 µM]	-1	2%	2%
Cc1[nH]c2ccccc2c1C1=CN2CCS(=O)(=O)N=C2S1	0	-10%	6	4	x	8%	-1%	-2	-3%	3%
CC(NC(=S)Nc1ccccc1OC(F)F)C(C)(C)C (configuration not stated)	10	10%	16	7	x	-7%	u	-1	7%	3%
O=C(Nc1ccccn1)NC(C(F)(F)F)C(F)(F)F	5	8%	3	-2	-4%	12%	-3%	u	0%	-2%
CN(C)c1ccc(/C=N/N2CCN(Cc3ccccc3Cl)CC2)cc1	-9	8%	-14	0	-10%	5%	-3%	-1	0%	-2%
COc1ccc([N+](=O)[O-])cc1NC(=O)c1ccc(N2C(=O)CCC2=O)cc1	5	13%	21	-4	-23%	9%	-1%	-1	-6%	10%
COc1ccccc1NC(=O)NCCCN1CCN(c2cccc(Cl)c2)CC1	u	2%	-1	50	0%	-2%	0%[46.1 µM]	-1	-9%	2%
CC1CCCN(C(=O)CSc2cnc3ccccc3n2)C1 (configuration not stated)	-7	u	19	3	8%	6%	-6%	16	3%	2%
Cc1ccc(S(=O)(=O)Nc2ncnc3ccccc23)cc1	10	18%	-3	14	5%	-13%	0%	-1	8%	0%
CCCOc1ccccc1C1CC(=O)Nc2cc3c(cc21)OCCO3 (configuration not stated)	-5	u	-11	-2	-3%	-11%	0%[46.1 µM]	28	u	3%
O=C(Cc1ccc(Cl)cc1)N/N=C/c1cccs1	-11	4%	15	x	5%	0%	4%	-1	-1%	1%
CC(=O)c1ccc(C(=O)N2CCCC(N3CCN(c4ccc(F)cc4)CC3)C2)s1 (configuration not stated)	x	0%	0	-11	1%	-17%	-2%	25	-5%	2%
COc1ccc(-c2cc(C(=O)N3CCN(S(=O)(=O)c4ccccc4)CC3)[nH]n2)cc1	3	u	4	-4	9%	-10%	3%	2	-2%	-4%
Cn1c(=O)c2c(ncn2Cc2nnc(N)s2)n(C)c1=O	0	5%	42	4	3%	0%	3%	-1	1%	0%
CC1CC(C)CN(C(=O)COc2cccnc2[N+](=O)[O-])C1 (configuration not stated)	1	u	12	-4	8%	-17%	6%[46.1 µM]	x	x	4%
COC(=O)[C@H](C)NC(=O)Nc1cccc(C)c1	6	-12%	31	-5	-1%	-3%	4%	0	1%	4%
CC(C)c1nc2c(c(=O)c3ccccc3n2C)c(=O)n1-c1ccc(F)cc1	2	0%	3	6	1%	1%	-1%[46.1 µM]	12	5%	0%
COc1ccc(CCN2C(=O)CC(N3CCN(c4ccccn4)CC3)C2=O)cc1OC (configuration not stated)	16	u	13	11	-6%	-18%	4%	1	-3%	1%
Fc1ccc(-c2cc(C(F)(F)F)nc(-n3cccn3)n2)cc1	21	-29%	-10	-6	9%	-17%	11%	4	2%	0%
CCN1CCN(C(=O)Nc2ccccc2OC)CC1	11	-5%	-33	4	2%	-21%	u	0	3%	-14%
COc1ccc(CSc2nc(C)[nH]c2[N+](=O)[O-])cc1[N+](=O)[O-]	-29	-2%	-6	-3	0%	-12%	6%	1	0%	1%

Next section, overlapping the part above by 2 compounds.
structure	KCNH2 3.1 block	ELG1 DNA repair	TSHR antagonist	KCNH2 WT inh	AT treatment	Eya2 inh	TCR activator	TRPV1 agonist	Mito fusion act	USP2a inh
CCN1CCN(C(=O)Nc2ccccc2OC)CC1	11	-5%	-33	4	2%	-21%	u	0	3%	-14%
COc1ccc(CSc2nc(C)[nH]c2[N+](=O)[O-])cc1[N+](=O)[O-]	-29	-2%	-6	-3	0%	-12%	6%	1	0%	1%
COc1cc(Cl)ccc1OCc1cc(C(=O)NC(C)Cc2cnccn2)no1 (configuration not stated)	-3	u	-8	-8	8%	-7%	-8%	0	1%	-2%
CCN(CC)S(=O)(=O)c1ccc(N2CCc3cc(OC)c(OC)cc3C2)nc1	3	-10%	-15	0	0%	-1%	-2%	1	1%	0%
CCOc1c(O)ccc(/C=C2\SC(=S)NC2=O)c1[N+](=O)[O-]	-2	2%	-21	3	-8%	6%	2%	-2	15%	-2%
COc1ccc(-c2cc(C(F)(F)F)nc(-n3ccnc3C)n2)cc1	u	26µM*	-3	1	-1%	0%	0%[46.1 µM]	0	0%	4%
COCCN(C(=O)c1ccccc1)c1nnc(-c2cccnc2)s1	-7	6%	-2	3	3%	-6%	-5%	-1	3%	2%
COCCNC(=O)c1ccc(CS(=O)(=O)c2ccccc2OC)o1	5	3%	8	-3	-1%	u	-1%	4	2%	-2%
CCOC(=O)c1ccc(NC(=S)Nc2ccc(Cl)cn2)cc1	3	1%	-1	3	1%	1%	-10%	1	0%	3%
CCOc1ccc(S(=O)(=O)N(CC)CC(=O)NCc2ccncc2)cc1C	3	-1%	-3	0	-1%	4%	-6%	5	0%	1%
OC1(c2ccc(Cl)cc2)CCN(Cc2cn[nH]c2-c2ccccc2)CC1	-87*	3%	-5	u	7%	u	0%	5	-2%	2%
C[C@H](CO)N1C[C@H](C)[C@@H](CN(C)Cc2ccccc2)Oc2c(NS(=O)(=O)c3ccc(F)cc3)cccc2C1=O	11	16%	-7	-6	-4%	-3%	-1%	x	x	3%
COc1ccc(C)cc1S(=O)(=O)N1CCC2(CC1)OCCN2S(=O)(=O)c1cccs1	2	-12%	11	-1	3%	29%	x	3	-3%	-1%
O=C(N/N=C/c1cc(Br)c(O)c(Br)c1)c1cc2c(ccc3ccccc32)o1	-12	-5%	-9	0	5%	-3%	x	3	-19%	0%
COc1cccc(/C=N/NC(=O)c2ccc(CN3c4cccc5cccc(c45)S3(=O)=O)cc2)c1	-40	u	-15	19	2%	2%	6%[46.1 µM]	1	-1%	0%
S=C1N(c2ccccc2)CN(C2CCCCC2)CN1c1ccccc1	3	u	8	-3	4%	2%	2%	3	-19%	1%
Cc1ccc(-c2csc(/C(C#N)=C/Nc3ccc4c(c3)OCCO4)n2)cc1	3	-10%	-2	3	7%	0%	3%[46.1 µM]	5	-1%	6%
N#C/C(=C(/O)CCl)c1nnc2n1CCCCC2	-6	4%	-1	2	1%	6%	3%	1	2%	13%
COc1ccccc1NC(=S)NC(=O)C(C)(C)C	2	u	29	0	19%	6%	x	6	-3%	-1%
